Apoferritin bind: qHTS Assay for Identification of Novel General Anesthetics. Potency, µM (series often up to 77.5 µM), inactives show at the top dose activity change, negative = displacement, usual class: inhibitors. 0.074% of 350,000 active. apoferritin/1-aminoanthracene competitive binding, fluorescence. Ferritin light chain (Equus caballus), P02791; further: potency means the concentration at half of the fitted maximal effect; on the % scale 0 is the no-effect control and ±100 the full control effect; nearly all actives have a fitted effect of over 20% in size
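Probe: 1-aminoanthracene (50% saturated, PBS). Protein: horse-spleen apoferritin, 10 uM. Incubation: 10 min, room temperature. Detection: 380 nm excitation, 535 nm emission. Analysis: normalized response, four-parameter Hill.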
APEX1 inh: qHTS Assay for Inhibitors of the Human Apurinic/apyrimidinic Endonuclease 1 (APE1). DNA repair nuclease/redox regulator APEX1 (Homo sapiens), P27695. recombinant APE1, TAMRA/BHQ-2 abasic DNA cleavage fluorescence. Potency, µM (doses to about 65.8 µM), inactives show at the highest dose activity change, negative = inhibition, actives largely listed as inhibitors. 0.35% of 350,000 active. AID 2517, 2012;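 further: potency means the concentration at half of the fitted maximal effect; plate controls were vehicle for no effect and reference inhibitor for full effect; nearly all actives have a fitted effect of over 55% in size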
Target sequence (P27695 whole entry, looked up): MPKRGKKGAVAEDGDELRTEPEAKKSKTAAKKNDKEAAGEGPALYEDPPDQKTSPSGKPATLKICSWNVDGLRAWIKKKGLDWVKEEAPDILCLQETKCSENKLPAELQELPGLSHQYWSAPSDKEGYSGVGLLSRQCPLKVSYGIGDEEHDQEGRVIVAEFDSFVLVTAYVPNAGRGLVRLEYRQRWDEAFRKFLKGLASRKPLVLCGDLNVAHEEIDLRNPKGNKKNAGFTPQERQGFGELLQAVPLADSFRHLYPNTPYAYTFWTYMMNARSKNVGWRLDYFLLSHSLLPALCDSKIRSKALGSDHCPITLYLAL
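Enzyme (0.75 nM final) and test compound are incubated 15 min at room temperature before adding 50 nM quenched THF abasic-site duplex. Cleavage dequenches TAMRA, followed at 525/598 nm over three reads one minute apart.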
PGK inhibitor: qHTS Assay to Find Inhibitors of Phosphoglycerate Kinase; Phosphoglycerate kinase, glycosomal (Trypanosoma brucei brucei), P07378; PGK/GAPDH coupled, Kinase-Glo luminescence, 60 min; Potency, µM (top dose mostly 57.5 µM), for the others: at the highest dose activity change, negative = inhibition, usual class: inhibitors; 0.043% of 380,000 active; AID 602233, 2012; further: potency means the concentration at half of the fitted maximal effect; on the % scale 0 is the no-effect control and ±100 the full control effect; nearly all actives have a fitted effect of over 60% in size
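Luminescent ATP detection (Kinase-Glo Plus) follows a 60-minute room-temperature incubation, with wells lacking PGK as controls. Buffer: 100 mM TEA (pH 7.6), 5 mM MgCl2, 0.01% Tween-20. Coupling enzyme GAPDH (100 nM final) supplies unstable 1,3-BPG in-well.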
POLH inh: qHTS for Inhibitors of Polymerase Eta; DNA polymerase eta (Homo sapiens), Q9Y253; recombinant Pol eta, fluorescent DNA replication assay; Potency, µM (titrated, usually from 114 µM), for the others: top-dose activity change, negative = inhibition, actives largely listed as inhibitors; 1.2% of 390,000 active; AID 588591, 2011; further: potency means the concentration at half of the fitted maximal effect; on the % scale 0 is the no-effect control and ±100 the full control effect
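Pol eta at 10 nM preincubated with compounds 15 min at room temperature; reaction started with fluorescent substrate (50 nM final) and read kinetically at 0 and 10 min.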
RXFP1 antag: qHTS Assay for Antagonists of the Relaxin Receptor RXFP1. Relaxin receptor 1 (Homo sapiens), Q9HBX9. HEK293-RXFP1, relaxin-stimulated cAMP HTRF, 30 min; active compounds read low. activity change, negative = inhibition, % at 57.5 µM. 0.59% of 350,000 active. AID 1259400, 2018;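 active means activity change of -60% or lower, but not beyond a set lower limit; inconclusive means change between -60% and -40%, or beyond the set limit; inactive means change above -40%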; further: on the % scale 0 is the no-effect control and ±100 the full control effect
Pol beta inh: qHTS Assay for Inhibitors of DNA Polymerase Beta; AID 485314, 2010; Pol beta primer extension/strand displacement, fluorescence kinetic; 1.3% of 340,000 active; Potency, µM (series often up to 114 µM), for inactives: at the top dose activity change, negative = inhibition, actives largely listed as inhibitors; P06746; further: potency means the concentration at half of the fitted maximal effect; on the % scale 0 is the no-effect control and ±100 the full control effect
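Reaction started by 50 nM substrate onto compound-treated Pol beta (10 nM, 15 min preincubation, room temperature); plates read at 0 min and 10 min. Normalized concentration-effect data fitted by four-parameter Hill equation.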
BLM inh: qHTS Assay for Inhibitors of Bloom's syndrome helicase (BLM) | Potency, µM (titrated, usually from 56.1 µM), inactives show at the highest dose activity change, negative = inhibition, actives largely listed as inhibitors | 0.2% of 350,000 active | recombinant BLM DNA unwinding, fluorescence dequenching | RecQ-like DNA helicase BLM (Homo sapiens), P54132 | AID 2528, 2010;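 further: potency means the concentration at half of the fitted maximal effect; plate controls were vehicle for no effect and no enzyme for full effect; nearly all actives have a fitted effect of over 35% in size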
POLI inh: qHTS for Inhibitors of Polymerase Iota. DNA polymerase iota (Homo sapiens), Q9UNA4. Pol iota fluorescent replication assay, 10 min. Potency, µM (highest dose often 115 µM), for the others: top-dose activity, negative = inhibition, most hits filed as inhibitors. 1% of 390,000 active; further: potency means the concentration at half of the fitted maximal effect
Target sequence (Q9UNA4 whole entry, looked up): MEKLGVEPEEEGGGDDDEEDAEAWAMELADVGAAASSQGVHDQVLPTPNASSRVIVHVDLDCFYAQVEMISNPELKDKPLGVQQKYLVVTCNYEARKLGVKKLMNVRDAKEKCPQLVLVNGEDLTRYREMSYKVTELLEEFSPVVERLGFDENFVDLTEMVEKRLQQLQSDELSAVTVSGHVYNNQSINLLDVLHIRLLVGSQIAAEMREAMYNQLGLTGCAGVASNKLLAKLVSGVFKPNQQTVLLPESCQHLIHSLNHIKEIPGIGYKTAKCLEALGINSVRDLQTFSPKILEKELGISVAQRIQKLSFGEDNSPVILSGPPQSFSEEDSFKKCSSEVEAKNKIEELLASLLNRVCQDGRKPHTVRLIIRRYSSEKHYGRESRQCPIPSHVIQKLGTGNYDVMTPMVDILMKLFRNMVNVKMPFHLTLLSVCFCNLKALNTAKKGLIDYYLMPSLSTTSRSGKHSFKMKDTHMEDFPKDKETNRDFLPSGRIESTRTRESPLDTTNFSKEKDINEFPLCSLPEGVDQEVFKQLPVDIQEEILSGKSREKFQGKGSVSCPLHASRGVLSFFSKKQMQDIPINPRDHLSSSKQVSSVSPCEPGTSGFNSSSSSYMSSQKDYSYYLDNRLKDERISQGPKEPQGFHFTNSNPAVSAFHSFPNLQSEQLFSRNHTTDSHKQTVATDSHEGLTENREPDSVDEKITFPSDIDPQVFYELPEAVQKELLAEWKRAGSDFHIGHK
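Fluorescent replication assay read twice, at 0 min and 10 min after adding 50 nM (final) substrate. Enzyme (10 nM) and compounds were first incubated 15 min at room temperature; enzyme-free buffer wells were negative controls.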
Pol kappa inh: qHTS for Inhibitors of Polymerase Kappa; purified Pol kappa, fluorescent DNA synthesis assay, 10 min; DNA polymerase kappa (Homo sapiens), Q9UBT6; 0.53% of 400,000 active; Potency, µM (highest dose often 107 µM), without a hit: top-dose activity, negative = inhibition, usual class: inhibitors; further: potency means the concentration at half of the fitted maximal effect; on the % scale 0 is the no-effect control and ±100 the full control effect
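Pol kappa 10 nM + cpd, 15 min RT; start w/ substrate 50 nM final; fluorescence kinetic read, 0 and 10 min. Neg ctrl: buffer, no enzyme.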
* hit, by the source's call; i = inactive; ? = inconclusive; nt = no result given; [ ] = remark or other dose. Unless noted, the call rests on the fitted dose curve; in most records, active means well fitted curve in the direction sought with a large enough effect; inconclusive means small, poorly fitted or top-dose-only effect, or another doubt; inactive means no such curve, though single readings can be large; an effect the other way counts as inactive or inconclusive. Only part of the results is shown; count on the stated rates, not on these rows.

Structure,RXFP1 antag,APEX1 inh,PGK inhibitor,POLH inh,POLI inh,Apoferritin bind,Pol beta inh,BLM inh,Pol kappa inh
COc1cc(CN2CCN(c3ccc(C)cc3)CC2)cc([N+](=O)[O-])c1O,-17,0%,-1%,-8%,-3%,-9%,1%,0%,-2%
C[C@H]1C=C(C(=O)NCc2ccccc2)O[C@@H](OCc2ccc(CO)cc2)C1,nt,1%,4%,-8%,-22%,-2%,21%,-1%,-8%
Cc1ccc(C)c(S(=O)(=O)N2CCN(CC(=O)Nc3sccc3C#N)CC2)c1,-9,6%,-2%,?,-8%,-11%,12%,0%,-6%
CC1CCN(C(=O)c2ccccc2NC(=O)c2cccc(S(=O)(=O)N3CCOCC3)c2)CC1,2,0%,3%,-8%,-8%,-5%,-2%,0%,0%
C=CCSC1=N/C(=C\c2cccnc2)C(=O)N1c1ccc(OC)cc1,-20,1%,-9%,-17%,5%,0%,12%,-1%,-13%
Nc1ccc2nc(-c3ccccc3)cnc2c1,14,nt,-6%,-3%,91%[activator],nt,nt,nt,-9%
CSc1nc2c(c(=O)[nH]1)CCCC2,-2,15%,3%,-2%,14%,-6%,1%,-6%,-2%
O=C(Nc1cccnc1)c1ccc([N+](=O)[O-])s1,8,-12%,-8%,?,?,nt,nt,nt,-4%
N#Cc1c(C(F)(F)F)cc(=O)[nH]c1SCC(=O)O,7,0%,-3%,-6%,-20%,-5%,-1%,-2%,3%
CCn1ccc(C(=O)NC2C(=O)N3C(C(=O)O)=C(C)CSC23)n1 (stereo not drawn),0,0%,i,-8%,-10%,-10%,-2%,2%,-3%
COc1ccccc1/C=C/C(=O)Nc1ccc(S(=O)(=O)Nc2cc(C)nc(C)n2)cc1,-6,4%,4%,0%,23%,-4%,5%,-1%,0%
COC(=O)C(NC(C)=O)(Nc1nc(C)cs1)C(F)(F)F (stereo not drawn),5,-5%,-5%,-7%,7%,-2%,10%,1%,-1%
CC(NC(=O)CCc1nnc(Cc2cccc(C(F)(F)F)c2)o1)C1CC1 (stereo not drawn),6,1%,-8%,-12%,22%,-6%,-11%,-9%,5%
O=C(CSc1nnc(NC(=O)c2c(F)cccc2F)s1)NCc1ccccc1,-37,29%,5%,-1%,-16%,2%,3%,1%,0%
COc1cc([N+](=O)[O-])ccc1NC(=S)NNC(=O)c1ccc2c(c1)OCO2,-17,35%,-4%,?,19%,?,-22%,-6%,8%
CCOc1cc(/C=N/NC(=O)c2cc(C3CC3)[nH]n2)ccc1O,-19,-3%,i,-21%,35%[activator],-13%,?,-15%,-18%
CC(=O)Oc1ccc(/C=C2/Oc3ccccc3C2=O)cc1,2,2%,1%,-19%,-12%[58.9 µM],-7%,29%,-3%,3%
Cc1ccccc1OCC(O)CN1CCN(CC(O)COc2ccccc2C)CC1 (stereo not drawn),0,-1%,i,-16%,7%,-23%,0%,0%,4%
COc1cccc(NC(=O)C2CCCN(c3ncnc4onc(-c5ccc(F)cc5)c34)C2)c1 (stereo not drawn),-8,nt,2%,-16%,?,?,10%,-2%,-1%
CCOc1oc(-c2ccc(OC)cc2)nc1C(F)(F)F,21,2%,6%,-14%,8%,-9%,-1%,5%,-10%
CCN(CC1CCCO1)C(=O)C1CCN(C2CCN(Cc3ccccc3C)CC2)CC1 (stereo not drawn),-8,57%[activator],i,-14%,15%,-13%,1%,0%,-2%
O=C(NCc1cccnc1)C(=O)N/N=C/c1ccccc1[N+](=O)[O-],7,1%,-2%,-10%,-16%,0%,38%,-3%,-17%
O=C1NC(=O)C2C1C(c1cccs1)NN2Cc1ccccc1 (stereo not drawn),4,13%,-6%,-10%,-11%,-8%,-6%,-2%,-4%
O=C(NNc1nc2ccccc2nc1C(F)(F)F)c1ccccc1,3,-9%,0%,-13%,14%,?,2%,-1%,-9%
CN(C)c1ccnc(-n2cccc2/C=N/OCc2ccccc2)c1C#N,-6,-4%,i,-8%,-7%,-19%,1%,-2%,-10%
O=C(Nc1ccc2nc(-c3ccccc3)[nH]c2c1)c1ccco1,-6,12%,0%,?,?,-9%,?,-5%,-33%
COc1cc(C(=O)NC(=S)N2CCCCCC2)cc(OC)c1OC,-15,-2%,i,-10%,77%[activator],-10%,2%,-2%,-3%
CCCCSc1nc2c(cnn2-c2ccc(F)cc2)c(=O)[nH]1,nt,-7%,i,-12%,?,-7%,0%,-1%,-7%
C=CCNC(=O)C1CCN(c2cnccn2)CC1,-1,-2%,-10%,-11%,-12%,3%,-5%,-1%,14%
CCOc1ccccc1OCCCn1c(-c2ccc(Cl)cc2)nc2ccccc2c1=O,-3,nt,-3%,-24%,?,-11%,-8%,-6%,-21%
CCc1ccccc1NC(=O)C1CCCN(S(=O)(=O)c2cccc3nsnc23)C1 (stereo not drawn),nt,nt,-9%,-17%,15%,-6%,32%,-1%,0%
Cc1c(C(=O)NCCN(C)C)sc2nc3n(c(=O)c12)CCC3,-2,nt,i,2%,-2%,-14%,-1%,-3%,5%
Cc1cc(Nc2ccccc2)n(-c2nc3ccccc3[nH]2)n1,-8,0%,7%,-22%,2%,-7%,-11%,-13%,-8%
Cc1cn(C2CCCO2)c(=O)nc1N (stereo not drawn),-3,nt,6%,-12%,16%,nt,nt,nt,-19%
COc1ccc(CNc2nc3ccccc3n2Cc2ccccc2)cc1OC,2,-3%,11%,-7%,?,-1%,3%,2%,-10%
C/C=C\C=C/C(=O)Nc1cccc(C2=NOC3(C2)C[C@@H](C(N)=O)N(C(=O)/C=C/CC)C3)c1 (stereo partly drawn),nt,-2%,4%,22µM*,28µM*,-17%,5%,-6%,?
Cc1ccc(Nc2c(-c3c[nH]c4ccccc34)nc3ccccn23)cc1,-22,nt,-2%,-4%,5%,-8%,6%,0%,-4%
Cc1ccc(C(C)C)c(OCCCCN2CCNCC2)c1,-4,7%,-2%,-21%,?,-6%,1%,-8%,1%
COc1cc2sc(-c3ccc(S(C)(=O)=O)cc3)c(-c3ccc4c(c3)OCO4)c2cc1OC,nt,-9%,1%,-1%,1%,nt,nt,nt,-15%
C=CCn1c(SCC(=O)Nc2ncc(Cc3ccc(C)c(Cl)c3)s2)nnc1-c1ccncc1,-5,4%,-5%,-6%,43%[activator],-5%,-13%,1%,-15%
Cc1ccc(C(=O)OC2CCOC2=O)cc1NC(=O)c1ccco1 (stereo not drawn),6,3%,-8%,?,-9%,-7%,7%,4%,-16%
CCN(CC)CCNC(=O)C1CCC(=O)N1CCc1ccccc1 (stereo not drawn),0,-2%,-6%,-10%,9%,-5%,6%,-3%,-1%
O=c1[nH]c(/C=C/c2ccccc2F)nc2ccccc12,3,-10%,-8%,?,44%,-4%,?,-12%,4%
COc1ccc(Cl)cc1S(=O)(=O)NCc1ccc2c(c1)CCN2C(=O)c1cccc(C)c1,-13,nt,9%,?,2%,10%,3%,-5%,-4%[60.1 µM]
CCOc1ccc(N(C(C)C(=O)N2CCCC2)S(C)(=O)=O)cc1 (stereo not drawn),-4,12%,-5%,-13%,78%[activator],-5%,-13%,0%,-7%
CCc1cccc(NC(=O)c2ccc(Cn3c(=O)[nH]c4ccsc4c3=O)cc2)c1,2,4%,-7%,?,-7%,-6%,45µM*,?,1%
CCOC(=O)/C=C1\SCC(=O)N1CC(=O)Nc1ccc2c(c1)CCC2,-16,-3%,nt,3%,?,?,35%,-4%,-12%
CCc1cccc(CC)c1NC(=O)c1c(C)oc2ccc(O)c(CN3CCOCC3)c12,-5,nt,2%,-7%,0%,4%,-1%,-5%,-28%
CCc1ccc(NC(=O)CS(=O)CC(=O)Nc2ccc(F)cc2F)cc1 (stereo not drawn),-28,?,-17%,-4%,?,?,40µM*,-10%,-22%
COc1ccc(-c2[nH]nc3c2C2(C(=O)N(CC(=O)O)c4ccccc42)C(C#N)=C(N)O3)cc1OC (stereo not drawn),nt,-1%,2%,?,?,-3%,5%,4%,-8%
COc1cccc(CNC(=O)C(NS(=O)(=O)c2ccc3c(c2)oc(=O)n3C)C(C)C)c1 (stereo not drawn),nt,nt,-8%,-18%,-10%,6%,-8%,0%,-8%
COc1ccc(-n2c(=S)[nH]c3cc(C(=O)Nc4ccc(OC)c(OC)c4)ccc3c2=O)cc1,nt,-4%,-4%,3%,39%[activator],-5%,26%,-4%,-15%
O=C(CSc1nnnn1-c1cccnc1)Nc1ccc(OCc2ccccc2)cc1,4,-6%,-8%,2%,?,?,?,-9%,-18%
O=C(NNC(=O)c1cnccn1)c1cccc([N+](=O)[O-])c1,6,8%,4%,-7%,?,0%,-29%,-8%,-13%

Profiles as entered above. Screens in order: RXFP1 antag | APEX1 inh | PGK inhibitor | POLH inh | POLI inh | Apoferritin bind | Pol beta inh | BLM inh | Pol kappa inh
`COc1ccc(-c2[nH]nc3c2C2(C(=O)N(CC(=O)O)c4ccccc42)C(C#N)=C(N)O3)cc1OC` (stereo not drawn) is listed with nt | -1% | 2% | ? | ? | -3% | 5% | 4% | -8%
`O=C(CSc1nnnn1-c1cccnc1)Nc1ccc(OCc2ccccc2)cc1` is listed with 4 | -6% | -8% | 2% | ? | ? | ? | -9% | -18%
`COc1ccc(-n2c(=S)[nH]c3cc(C(=O)Nc4ccc(OC)c(OC)c4)ccc3c2=O)cc1` is listed with nt | -4% | -4% | 3% | 39%[activator] | -5% | 26% | -4% | -15%
